Bioassay records as filed in PubChem BioAssay.
KB-3-1 cytotox: qHTS assay for MDR1-selective chemotherapeutics: Primary screen using the parental adenocarcinoma cell KB-3-1 | 400,000 tested, 1.4% active | AID 1347075, 2019 | KB-3-1 viability, CellTiter-Glo ATP luminescence, 72 h | Potency, µM (top dose mostly 46.1 µM), for the others: at the highest dose activity change, negative = cytotoxic, actives largely listed as cytotoxic; further: potency means the concentration at half of the fitted maximal effect; on the % scale 0 is the no-effect control and ±100 the full control effect; nearly all actives have a fitted effect of over 60% in size
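Here the drug-naive KB-3-1 line serves as comparator for MDR sub-line selectivity; cells received compound titrations, 72 h at 37 °C, then CellTiter-Glo readout.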
IL1B secr inh: qHTS for Inhibitors of Inflammasome Signaling: IL-1-beta AlphaLISA Primary Screen; THP-1 LPS/ATP IL-1B secretion, AlphaLISA, 16 h; stronger effect = lower value; activity change, % at 57.5 µM; 360,000 tested, 4.7% active; AID 743279, 2014; in the data active means activity change below about -50%; inconclusive means mostly about -30% to -49%; further: on the % scale 0 is the no-effect control and ±100 the full control effect
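Secreted IL-1B measured by AlphaLISA bead assay after 16 h compound exposure of THP-1 cells; compounds (final up to 57.5 uM) added 1 h before LPS (250 ng/mL) and ATP (1.25 mM) stimulation; lower signal means less secretion.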
S2 tox: Viability Counterscreen for Primary qHTS for Inhibitors of ATXN expression; AID 651635, 2014; 400,000 tested, 0.49% active; S2 cells (HEK-293 line with an ATXN2-luciferase reporter) viability, CellTiter-Fluor protease fluorescence, 24 h; Potency, µM (series often up to 56.7 µM), hits mostly cytotoxic; further: potency means the concentration at half of the fitted maximal effect; nearly all actives have a fitted effect of over 40% in size
KB-V1 MDR tox: qHTS assay for MDR1-selective chemotherapeutics: Primary screen using the drug-selected MDR subline cells KB-V1. KB-V1 MDR cells viability, CellTiter-Glo, 72 h. Potency, µM (doses to about 46.1 µM), for the others: top-dose activity change, negative = cytotoxicity, most hits filed as cytotoxic. 400,000 tested, 3.4% active. AID 1347076, 2019; further: potency means the concentration at half of the fitted maximal effect; on the % scale 0 is the no-effect control and ±100 the full control effect; nearly all actives have a fitted effect of over 60% in size
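KB-V1 cells (P-gp-expressing MDR subline of KB-3-1) in phenol-red-free DMEM with 10% FBS were exposed to library compounds over a concentration series for 72 h at 37 degrees C. Viability read by CellTiter-Glo luminescence; concentration-effect curves fitted after normalization.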
SW480 rerep: A quantitative high throughput screen for small molecules that induce DNA re-replication in SW480 colon adenocarcinoma cells. SW480 DNA re-replication, Hoechst DNA content imaging, 48 h. Potency, µM (titrated, usually from 46.1 µM), without a hit: top-dose re-replication activation, actives largely listed as activators. 340,000 tested, 1.8% active; further: potency means the concentration at half of the fitted maximal effect; % of control where 0% means no effect; nearly all actives have a fitted effect of over 55% in size
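Quantitative HTS format with DMSO vehicle controls; 48 hr drug incubation at 37 C, then 40 min Hoechst staining and scanning imager measurement at 405 nm excitation.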
ATXN2 expr inh: Primary qHTS for Inhibitors of ATXN expression. HEK-293 ATXN2-luciferase reporter, luminescence, 24 h. Potency, µM (doses to about 57 µM), without a hit: top-dose activity change, negative = inhibition, usual class: inhibitors. 360,000 tested, 0.72% active; further: potency means the concentration at half of the fitted maximal effect; on the % scale 0 is the no-effect control and ±100 the full control effect; nearly all actives have a fitted effect of over 55% in size
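qHTS (up to 57 uM final) was run with 24 h compound exposure of reporter cells at 37 °C. Each well was multiplexed: SteadyGlo luminescence measured ATXN2-luciferase expression after a fluorogenic Gly-Phe-AFC viability readout (25 uM final).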
HT1080NT lethal: qHTS for induction of synthetic lethality in tumor cells producing 2HG: qHTS for the HT-1080-NT fibrosarcoma cell line | HT-1080-NT fibrosarcoma viability, CellTiter-Glo ATP luminescence, 48 h | Potency, µM (series often up to 46.1 µM), for the others: top-dose activity, negative = less viability, hits mostly cytotoxic | 360,000 tested, 1.6% active;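 further: NT is the 2HG producing partner of a matched IDH1 knockdown line; potency means the concentration at half of the fitted maximal effect; 0% = DMSO-treated cells and -100% = media-only wells without cells; nearly all actives have a fitted effect of over 55% in size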
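Luminescent CellTiter-Glo readout after 48 hours of compound exposure at 37 degrees C defined viability of HT-1080-NT cells. Activity was normalized to DMSO wells and cell-free media wells; concentration-response curves were fitted and assigned curve classes.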
MCF10A rerep: A quantitative high throughput screen for small molecules that induce DNA re-replication in MCF 10a normal breast cells | AID 624296, 2012 | 350,000 tested, 2.9% active | Potency, µM (doses to about 46.1 µM), inactives show at the top dose activity, positive = re-replication, most hits filed as activators | MCF 10A DNA re-replication, Hoechst nuclear intensity, 48 h; further: potency means the concentration at half of the fitted maximal effect; % of control where 0% means no effect; nearly all actives have a fitted effect of over 50% in size
HT1080 IDH1KD tx: qHTS for induction of synthetic lethality in tumor cells producing 2HG: qHTS for the HT-1080-IDH1KD cell line; HT-1080 IDH1 knockdown viability, ATP luminescence, 48 h; Potency, µM (doses to about 46.1 µM), for inactives: top-dose activity, negative = toxicity, most hits filed as cytotoxic; 360,000 tested, 2% active;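 further: potency means the concentration at half of the fitted maximal effect; 0% = DMSO wells and -100% = cell-free medium wells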
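Viability of IDH1-knockdown HT-1080 fibrosarcoma cells was assessed by CellTiter-Glo after 48 h at 37 °C with titrated compound; concentration-effect curves were classified by fit quality and response size.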
An asterisk follows results filed as active; i = inactive; ? = inconclusive; · = not tested or not shown; & = joins results of further samples; [ ] = another dose, or the depositor's remark. Unless noted, the call rests on the fitted dose curve; in most records, active means well fitted curve in the direction sought with a large enough effect; inconclusive means small, poorly fitted or top-dose-only effect, or another doubt; inactive means no such curve, though single readings can be large; an effect the other way counts as inactive or inconclusive.

SMILES | KB-3-1 cytotox | IL1B secr inh | S2 tox | KB-V1 MDR tox | SW480 rerep | ATXN2 expr inh | HT1080NT lethal | MCF10A rerep | HT1080 IDH1KD tx
C[C@H](CO)N1C[C@H](C)[C@@H](CN(C)C(=O)Nc2ccc(F)cc2)Oc2ncc(-c3ccc(F)cc3)cc2C1=O | 0% | -14 | i | ? | · | 6% | 9% | · | 7%
Cc1nc2ccccc2c(=O)n1NC(=O)c1cccnc1Cl | -6% | 7 | i | 27% | 0% | -21% | 9% | 7% | 17%
CSc1cccc(NC(=O)C2CCCN2S(=O)(=O)c2ccc3c(c2)CCC(=O)N3)c1 (stereo unspecified) | 1% | 0 | i | -26% | 2% | 20% | -2% | 18% | 0%
CC(O)CNc1nc2ccccc2n1CC(=O)NC12CC3CC(CC(C3)C1)C2 (stereo unspecified) | -2% | -2 | i | -1% | 12% | -16% | -11% | 20% | ?
O=C(Nc1ccc(Cl)cc1)c1ccc2ncsc2c1 | -5% | -7 | i | -12% | -2% | · | -2% | 11% | 16%
CCCNC(=O)c1ccc2c(=O)n(Cc3ccco3)c(=S)[nH]c2c1 | 16% | 14 | i | -18% | -2% | 19% | -3% | 3% | -21%
CN(Cc1nc(-c2ccc(Cl)cc2)no1)C(=O)c1ccco1 | ? | -9 | i | 0% | -10% | 15% | -18% | 16% | -14%
O=C(O)c1cccc(NS(=O)(=O)c2ccc(Cl)c(C(=O)Nc3cccc([N+](=O)[O-])c3)c2)c1 | -1% | 11 | i | 0% | -1% | -6% | 21% | 5% | 12%
O=C(N/N=C/c1ccc2c(c1)OCO2)c1ccc(COCC(F)(F)C(F)F)cc1 | 8.2µM* | 5 | i | 3% | 6.5µM* | -23% | 1µM* | ? | 1.3µM*
NNC(=O)c1cc2c(ccc3ccccc32)o1 | -6% | -24 | · | ? | ? | -13% | -21% | ? | -29%
O=C(Cn1nnc(-c2ccccc2NC(=O)c2ccccc2F)n1)NC1CCCC1 | 2% | -7 | i | 6% | -14% | 19% | ? | 24% | 9%
CCN(CC)c1ccc(NC(=O)c2cnccn2)cc1S(=O)(=O)Nc1ccc(OC)cc1 | ? | 9 | ? | 4.1µM* | ? | -14% | -3% | ? | -7%
Cc1ccc(S(=O)(=O)N2[C@@H](c3ccc(F)cc3)C(C(=O)O)=CC[C@H]2c2ccc(C(C)C)cc2)cc1 | 13% | 28 | i | 1% | 2% | -1% | -3% | 13% | -12%
C/C(CCC12CC3CC(CC(C3)C1)C2)=N\NC(N)=S | 8% | -5 | ? | 11% | 3.3µM* | ? | ? | ? | ?
COc1ccc(C(=O)C2CCCN(C(=O)CCc3ccccn3)C2)c(C)c1 (stereo unspecified) | 1% | -4 | ? | -26% | -18% | -25% | 1% | -4% | -2%
Cn1nc(N)nc1N1CCN(c2ccc(F)cc2)CC1 | -2% | -13 | ? | 10% | -1% | -25% | 17% | -10% | 16%
O=C(O)c1cc(S(=O)(=O)N2CCOCC2)c(Sc2ccccn2)cc1Sc1ccccn1 | 17% | 8 | i | ? | -7% | 14% | 8% | -2% | 12%
O=C(Nc1nnc(-c2ccco2)o1)c1cccc(Cl)c1 | 12% | 0 | i | 0% | -7% | · | -14% | -3% | -13%
O=C(O)/C=C\C(=O)Nc1ccc(N2CCN(c3cccc(Cl)c3)CC2)cc1 | 11% | ? | i | 1% | 0% | 1% | -21% | 19% | -9%
Cc1ccc([C@H]2C[C@@H](n3cc(-c4ccc(F)cc4)nn3)[C@H](O)CN2C(=O)c2cccs2)cc1 | 1% | -6 | ? | -15% | · | -21% | -19% | · | -10%
O=C(c1ccc(F)cc1Cl)N1CCN(CCc2ccccc2)CC1 | 7% | -1 | i | -10% | 7% | 4% | 8% | -3% | 4%
Cc1ccc2nc(C)cc(N/N=C/c3ccc(F)cc3)c2c1 | 2% | 0 | i | -17% | -4% | -23% | -20% | ? | -23%
COc1ccc(N=C2C(=O)Nc3ccccc32)cc1 | 1% | 8 | i | 8% | ? | -13% | ? | 23% | -22%
CC(=O)Nc1c([N+](=O)[O-])cc2c3c(cccc13)CC2 | 0% | 17 | i | -1% | · | -4% | 26% | · | 0%
Cn1c(=N)n(CC(O)c2ccccc2)c2ccccc21 (stereo unspecified) | -3% | 36 | i | 1% | -2%[9.22 µM] | 37%[activator] | -4% | -6% | -3%
CCC(CO)Nc1ncnc2c1cnn2-c1ccc(Cl)cc1 (stereo unspecified) | 25% | -5 | i | 6% | -1% | 28% | -6% | 9% | -2%
CC1(C)C2CCC1(C)C(SC(=N)N)C2 (stereo unspecified) | -15% | -82* | ? | 18µM* | ? | -14% | -6% | 12% | -13%
Cc1nc(C(=O)N(C)C)nn1-c1ccc(Cl)cc1Cl | 1% | 1 | i | 20% | -24% | 1% | -3% | -182%[0.0737 µM] | -5%
CCCc1cc(C(=O)N/N=C/c2ccc(C)o2)c2ccccc2n1 | ? | 61 | i | ? | ? | -13% | ? | ? | 21µM*
C/C(=N\NC(=O)c1ccccc1Cl)c1ccccn1 | ? | 117 | ? | -2% | ? | · | ? | ? | ?
O=C(CN1C(=O)COc2ccccc21)c1ccc(Cl)cc1 | -2% | -14 | i | 1% | 0% | -17% | 8% | 2% | 8%
COC(=O)c1cnc(Nc2nc(C(N)Cc3ccccc3)cs2)nc1C(F)(F)F (stereo unspecified) | ? | ? | ? | ? | · | ? | ? | · | ?
O=C(OCC(=O)N1CCCC1)c1ccc(S(=O)(=O)Nc2ccccc2)cc1 | 13% | 131 | i | 0% | -5% | 5% | 6% | 20% | 9%
CCOC(=O)c1cc(C#N)c(SCc2cccc3ccccc23)nc1C | -3% | 11 | i | -25% | -1% | -9% | 0% | -28% | -3%
COc1ccc(Cl)cc1NC(=O)CN1C(=O)C(C)(C)c2cc(S(=O)(=O)N3CCCCC3)ccc21 | 2% | · | ? | -24% | · | -7% | · | · | ·
COc1ccc(C(C)=O)cc1CC(=O)Nc1cccc(S(=O)(=O)N2CCOCC2)c1 | ? | 33 | i | -2% | -6% | 0% | 2% | -1% | 1%
c1ccc(NCn2cncn2)nc1 | -1% | 4 | i | 20% | 0% | -8% | -4% | -2% | 1%
Cc1ccc2c(C)c(C(=O)Nc3ccc(S(=O)(=O)Nc4onc(C)c4C)cc3)oc2c1 | -34% | -4 | i | 7% | -4% | -2% | -18% | -2% | ?
N#Cc1ccc(-c2cn3c(n2)SCC3)cc1 | -12% | 12 | i | 11% | -14% | · | 15% | -7% | -8%
CS(=O)(=O)c1ccc(Cl)c(NC(=O)COC(=O)c2cccc(C#N)c2)c1 | 2% | 0 | i | 5% | -8% | -15% | 9% | -1% | 14%
COc1ccc(Cc2c(O)nc(SCC(C)C)[nH]c2=O)cc1 | 6% | 0 | i | 19% | -13% | 3% | 8% | 1% | 17%
C[C@@H]1CC=C[C@H]2[C@H]1C(=O)N(Cc1ccccc1)[C@H]2c1ccc2ccccc2c1 | -28% | 15 | i | -23% | -14%[9.22 µM] | -12% | -25% | ? | ?
O=C(COC(=O)c1cc(-c2cccs2)nn1-c1ccccc1)Nc1cc([N+](=O)[O-])ccc1Cl | -7% | 21 | i | 0% | -2% | -10% | 19% | 4% | 28%
COc1ccc(C)cc1NC(=O)C(C)N(c1ccc(C)cc1)S(C)(=O)=O (stereo unspecified) | 3% | 17 | i | -26% | 0% | 1% | 9% | -14% | -15%
Cc1cccc2c(=O)cc(CSc3ccccc3NC(=O)C(C)(C)C)[nH]c12 | 1% | · | i | -3% | · | 9% | · | · | ·
CCOC(=O)c1c(Nc2cc(C)cc(C)c2)nnc(-c2ccccc2)c1-c1ccccc1 | 1% | · | i | 1% | · | -15% | · | · | ·
COC(=O)CON1C(=O)c2ccccc2C1=O | 6% | -9 | ? | 6% | 0% | -12% | 0% | 12% | 8%
CC(C)c1nn2c(=O)cc(COC(=O)CNC(=O)c3ccccc3Cl)nc2s1 | 0% | · | i | ? | · | 9% | · | · | ·

Looked up by structure from the entries so far:
SMILES | KB-3-1 cytotox | IL1B secr inh | S2 tox | KB-V1 MDR tox | SW480 rerep | ATXN2 expr inh | HT1080NT lethal | MCF10A rerep | HT1080 IDH1KD tx
c1ccc(NCn2cncn2)nc1 | -1% | 4 | i | 20% | 0% | -8% | -4% | -2% | 1%
CCOC(=O)c1c(Nc2cc(C)cc(C)c2)nnc(-c2ccccc2)c1-c1ccccc1 | 1% | · | i | 1% | · | -15% | · | · | ·
Cc1ccc2c(C)c(C(=O)Nc3ccc(S(=O)(=O)Nc4onc(C)c4C)cc3)oc2c1 | -34% | -4 | i | 7% | -4% | -2% | -18% | -2% | ?
COc1ccc(Cc2c(O)nc(SCC(C)C)[nH]c2=O)cc1 | 6% | 0 | i | 19% | -13% | 3% | 8% | 1% | 17%

New compounds follow
SMILES | KB-3-1 cytotox | IL1B secr inh | S2 tox | KB-V1 MDR tox | SW480 rerep | ATXN2 expr inh | HT1080NT lethal | MCF10A rerep | HT1080 IDH1KD tx
Cc1ccc(S(=O)(=O)N2CCN(C)CC2c2ccccc2)cc1 (stereo unspecified) | 15% | -11 | i | 1% | 2% | 11% | 8% | 1% | 9%
Cn1c(=O)oc2cc(S(=O)(=O)NCCC(=O)NCc3ccc(F)cc3)ccc21 | 2%&2% | 1 | i | ? | -2% | -10%&1% | 2% | 1% | 1%
COc1ccccc1CNC(=O)COC(=O)Cn1cnc2ccccc21 | -1% | 20 | i | 0% | ? | -8% | 1% | 0.82µM* | 1%
CCCc1nnc(NC(=O)CCC(=O)Nc2ccc(F)cc2)s1 | 15% | 30 | i | 6% | ? | 8% | 3% | ? | 1%
